UHRF1 binding: UHRF1 methylated DNA binding inhibitors, primary screen, counter-screen for MBD2 inhibitor project, biochemical, TR-FRET, human UHRF1, single concentration | E3 ubiquitin-protein ligase UHRF1 (Homo sapiens), Q96T88 | UHRF1 binding to methylated oligo | inhibition, % at 4.4 µM | 370,000 tested, 0.75% active | AID 687016, 2013; in the data active means inhibition above about 21%;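 further: UHRF1 SRA domain binding a hemimethylated CpG hairpin DNA probe; 0% = median of test compound wells and 100% = reference inhibitor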
Target sequence (Q96T88 whole entry, looked up, the tested form may be a part): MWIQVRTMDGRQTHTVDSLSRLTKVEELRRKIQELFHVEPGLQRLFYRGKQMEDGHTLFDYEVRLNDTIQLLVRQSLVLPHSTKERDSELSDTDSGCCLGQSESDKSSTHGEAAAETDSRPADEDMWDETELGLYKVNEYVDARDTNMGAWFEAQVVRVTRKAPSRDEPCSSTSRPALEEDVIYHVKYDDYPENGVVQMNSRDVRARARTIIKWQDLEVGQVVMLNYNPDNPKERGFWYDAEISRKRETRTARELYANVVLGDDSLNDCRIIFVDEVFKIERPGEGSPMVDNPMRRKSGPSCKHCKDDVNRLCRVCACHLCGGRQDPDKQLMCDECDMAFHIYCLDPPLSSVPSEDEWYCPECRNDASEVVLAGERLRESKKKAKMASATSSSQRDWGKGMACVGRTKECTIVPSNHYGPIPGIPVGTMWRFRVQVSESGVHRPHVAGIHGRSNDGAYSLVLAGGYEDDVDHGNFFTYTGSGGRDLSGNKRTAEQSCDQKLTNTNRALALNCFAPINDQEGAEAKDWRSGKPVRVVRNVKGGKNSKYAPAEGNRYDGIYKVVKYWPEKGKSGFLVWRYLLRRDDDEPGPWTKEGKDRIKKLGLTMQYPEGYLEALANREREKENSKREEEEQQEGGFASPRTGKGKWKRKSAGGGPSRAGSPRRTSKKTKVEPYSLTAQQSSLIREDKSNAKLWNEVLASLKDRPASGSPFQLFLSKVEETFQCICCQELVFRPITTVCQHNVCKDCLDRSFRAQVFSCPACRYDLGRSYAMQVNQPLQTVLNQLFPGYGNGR
Tn6 DDE FP: inhibitors of Tn6 peptide binding to fibrin DD(E), primary screen, biochemical, fluorescence polarization, human fibrin, Tn6 probe; Fibrinogen beta chain (Homo sapiens), P02675; Fibrin DD(E) TRITC-Tn6 fluorescence polarization displacement; inhibition, % at 8.3 µM; 370,000 tested, 0.21% active; AID 720509, 2013;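 active means inhibition above a per-campaign cutoff: mean of compounds within control limits plus 3 SD, cut at about 15% in these data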;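 further: 0% = median of all compound wells on the plate and 100% = blocking peptide control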
MBD2 inh: inhibitors of MBD2 binding to methylated DNA, primary screen, biochemical, TR-FRET, DNA-binding domain, human. MBD2 binding to methylated oligonucleotide. 370,000 tested, 0.31% active. Methyl-CpG-binding domain protein 2 (Homo sapiens), Q9UBB5. inhibition, % at 4.4 µM; in the data active means inhibition above about 13%
KLK7 zymogen act: proKLK7 zymogen activators, primary screen, biochemical, fluorescence intensity; AID 652039, 2013; Kallikrein-7 (Homo sapiens), P49862; activation, % at 7 µM; 370,000 tested, 0.9% active; purified proKLK7, EDANS-DABCYL substrate fluorescence; 100% is mature enzyme control, 0% vehicle;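 active means activation above the mean of all tested compounds plus 3 SD, computed per campaign excluding outliers beyond control limits, cut at about 13% in these data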
Target sequence (P49862 whole entry, looked up): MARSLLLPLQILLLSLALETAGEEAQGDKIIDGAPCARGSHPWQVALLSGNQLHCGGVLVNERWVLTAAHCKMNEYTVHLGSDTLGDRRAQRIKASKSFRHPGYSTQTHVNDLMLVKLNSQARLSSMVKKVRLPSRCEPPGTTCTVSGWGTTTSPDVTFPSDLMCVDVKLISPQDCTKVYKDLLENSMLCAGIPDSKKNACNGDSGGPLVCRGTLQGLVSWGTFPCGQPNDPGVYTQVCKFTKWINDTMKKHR
TDP2 inh: human TDP2 enzyme inhibitors, primary screen, biochemical, epi absorbance, recombinant enzyme; Tyrosyl-DNA phosphodiesterase 2 (Homo sapiens), O95551; inhibition, % at 12.8 µM; T5PNP hydrolysis, p-nitrophenol absorbance 415 nm; AID 720702, 2013; 370,000 tested, 0.34% active;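 active means inhibition above the mean of all tested compounds plus 3 SD, set per campaign, cut at about 25% in these data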;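 further: 0% = DMSO with enzyme and 100% = buffer with substrate but no TDP2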
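Test system: Human TDP2 enzyme | Reagent: 5 mM T5PNP | Compound dosing: 12.8 µM single point, 1% DMSO | Incubation: Enzyme reaction with compound for 2 h at 37 °C | Technique: p-Nitrophenol epi absorbance | Read-out: % inhibition relative to enzyme-containing and enzyme-free wells | Benchmarks: High control without enzyme, low control DMSO plus TDP2 | Replicates: Singlicate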
SIAE inh: human SIAE inhibitors, primary screen, biochemical, fluorescence polarization, FP-Rh probe, 1536-well HTS. Sialate O-acetylesterase (Homo sapiens), Q9HAT2. SIAE FP-Rh probe binding. inhibition, % at 9.66 µM. 370,000 tested, 0.69% active. AID 1053197, 2014;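 active means inhibition above a cutoff: mean of compounds within the control limits plus 3 SD of those, cut at about 17% in these data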;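 further: 0% = plate median of compound wells and 100% = probe without SIAE protein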
LEDGF integ inh: blockers of LEDGF/p75-dependent integrase strand transfer – biochemical, TR-FRET, high throughput, primary screen; HIV-1 integrase (with human LEDGF/p75); TR-FRET IN-LEDGF/p75 DNA integration, Eu/Cy5; inhibition, % at 3.7 µM; 370,000 tested, 0.64% active; AID 743269, 2014;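 active means inhibition above the screen-wide mean plus 3 SD, cut at about 13% in these data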;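 further: signal is the Cy5 over europium emission ratio at 671 and 618 nm; 0% = plate median of compound wells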
DDE Tn7 FP inh: inhibitors of Tn7 peptide binding to fibrin DD(E), primary screen, biochemical, fluorescence polarization, human fibrin, Tn7 probe. inhibition, % at 8.3 µM. 370,000 tested, 0.13% active. Fibrinogen beta chain (Homo sapiens), P02675. FP displacement of FITC-Tn7 peptide from fibrin DD(E); 0% = median of compound wells per plate;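 active means inhibition above the mean of compounds falling within the control limits plus 3 SD of them, cut at about 14% in these data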;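 further: 0% = plate median of compound wells and 100% = 10 µM Aha-Tn7 peptide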
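System: human fibrin DD(E); quantity: Fibrin-DD(E) at 2 µM final; also added: fluorescent Tn7 probe at 0.1 µM; compound dosing: single nominal test concentration of 8.3 µM per compound; schedule: 10 min preincubation, 3 h with tracer, room temperature; detection: fluorescence polarization of the labelled Tn7 tracer; repeats: one replicate per compound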
PRMT1 FP inh: PRMT1 methyltransferase inhibitors, primary screen, biochemical, fluorescence polarization; Protein arginine N-methyltransferase 1 (Homo sapiens), Q99873; recombinant PRMT1, activity-based probe fluorescence polarization; inhibition, % at 2.79 µM; 370,000 tested, 1.3% active; AID 652257, 2013;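 active means inhibition above about 21% made by adding two undisclosed values, limit read from the data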
TCR CD3 inh: inhibitors of human TCR-CD3 interaction, primary screen, biochemical, fluorescence, TAMRA-labeled TCR probe. T-cell receptor (TCR). inhibition, % at 9.4 µM. 360,000 tested, 0.37% active; in the data active means inhibition above about 19%;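 further: recombinant mutant TCR 2C K166C tagged with TAMRA read by polarization; 0% = receptor in buffer alone and 100% = receptor with positive control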
* hit, by the source's call; & = joins results of further samples.

SMILES	UHRF1 binding	Tn6 DDE FP	MBD2 inh	KLK7 zymogen act	TDP2 inh	SIAE inh	LEDGF integ inh	DDE Tn7 FP inh	PRMT1 FP inh	TCR CD3 inh
CCOC(=O)C1=C(COC(=O)/C=C/c2ccc(F)cc2)NC(=O)NC1C (centres undefined)	-2	3	-3	-0.1	-4	-7	-1	12	1	-1
COc1ccc(N(CC(=O)NC2CCCCCC2)S(=O)(=O)c2c(C)nn(C)c2C)cc1	1	-1	2	0.6	-9	-6	-6	5	4	-4
COc1ccc(CCNC(=O)/C=C/c2ccco2)cc1	0	-2	-2	0.2	10	6	4	-12	6	3
CCOc1ccc(C(=O)NCC(=O)NNC(=O)c2ccco2)cc1OCC	-1	10	-7	0.2	7	0	-2	6	-2	4
O=[N+]([O-])c1ccc(/C=N/Nc2ccc3ccccc3c2)o1	-9	-7	-5	0.3	11	8	1	-6	11	-61
COc1ccc(-c2ccc(NS(=O)(=O)c3cccc([N+](=O)[O-])c3)cc2)nn1	6	4	1	0.2	-18	5	-2	-2	0	-3
O=C(COC(=O)c1cc(=O)[nH]c2ccccc12)Nc1cccc(S(=O)(=O)N2CCOCC2)c1	-5	-4	-1	-14	6	-8	2	5	-2	-3
CCSc1nnc2c(n1)OC(c1ccc(C(=O)O)cc1)N(C(C)=O)c1ccccc1-2 (centres undefined)	-1	7	-5	1.1	3	-2	2	0	0	0
COc1cc(CCC(=O)Nc2nccs2)cc(OC)c1OC	-2	9	3	0.1	29*	6	0	1	-2	2
COc1ccc(OC)c(/C=N/N(CCC#N)C2=NS(=O)(=O)c3ccccc32)c1	11	-3	2	0.1	-4	-4	2	-6	-2	2
O=C(CN(Cc1ccco1)C(=O)c1ccc(Cl)cc1)Nc1c(Cl)cc(Cl)cc1Cl	-4	1	3	-0.3	5	-6	2	-1	-3	4
O=c1cc(-c2ccc(O)cc2)oc2c1ccc1ccccc12	-4	-4	2	0.2	-3	-16	-2	-2	-2	2
CC(c1n[nH]c(=S)n1-c1ccc(Cl)cc1)N(C)C (centres undefined)	-1	-3	0	-0.1	0	1	-1	4	-3	8
COc1ccccc1NS(=O)(=O)c1ccc(C(N)=O)cc1	-1	3	-4	2.4	-1	4	-1	-1	1	4
CC(C)C(=O)Nc1ccc2c3c(cccc13)CC2	0	-2	1	0.2	9	-6	1	-2	-2	-3
CCN(CC)S(=O)(=O)c1ccc2[nH]c(=O)cc(C(=O)Nc3ccccc3N3CCOCC3)c2c1	-2	10	-3	0.9	6	7	1	9	-3	10
CCCCOC(=O)CSC1=C(C#N)C(c2ccccc2OC)C(C#N)C(=O)N1 (centres undefined)	-1	3	-2	0.7	-13	3	1	7	13	0
Cc1ccc(N=Cc2sc(O)c3ccccc23)c(C)c1	3	-2	6	0.1	-7	4	3	5	5	3
CC(C)(C)c1ccc(-n2ncc3c2CCCC3NC(=O)CN2CCCC2=O)cc1 (centres undefined)	-5	5	0	0.0	-8	-6	-5	1	0	6
CCn1c(O)c(/C=N/NC(=O)c2ccncc2)c(=O)n(CC)c1=S	-4	6	-5	-1.6	-2	-53	-5	1	-5	-7

Compound profiles, as listed above.
COc1ccc(N(CC(=O)NC2CCCCCC2)S(=O)(=O)c2c(C)nn(C)c2C)cc1 is entered as UHRF1 binding: 1; Tn6 DDE FP: -1; MBD2 inh: 2; KLK7 zymogen act: 0.6; TDP2 inh: -9; SIAE inh: -6; LEDGF integ inh: -6; DDE Tn7 FP inh: 5; PRMT1 FP inh: 4; TCR CD3 inh: -4
CC(C)(C)c1ccc(-n2ncc3c2CCCC3NC(=O)CN2CCCC2=O)cc1 (centres undefined) is entered as UHRF1 binding: -5; Tn6 DDE FP: 5; MBD2 inh: 0; KLK7 zymogen act: 0.0; TDP2 inh: -8; SIAE inh: -6; LEDGF integ inh: -5; DDE Tn7 FP inh: 1; PRMT1 FP inh: 0; TCR CD3 inh: 6

(continued)
SMILES	UHRF1 binding	Tn6 DDE FP	MBD2 inh	KLK7 zymogen act	TDP2 inh	SIAE inh	LEDGF integ inh	DDE Tn7 FP inh	PRMT1 FP inh	TCR CD3 inh
COc1cc(CN(C)Cc2cccc3ccccc23)cc([N+](=O)[O-])c1O	-5	-1	-8	-0.2	-10	9	-5	1	4	-10
Cc1cc(OCC(=O)OCC(=O)Nc2cc(S(=O)(=O)N3CCOCC3)ccc2Cl)ccc1Cl	0	-4	-3	0.5	-6	-9	0	-6	0	6
CC(C)(O)c1cc2ccc(C#CCCN3C(=O)c4ccccc4C3=O)cc2c(=O)o1	4	-2	3	0.4	2	5	2	3	2	-4
Cc1ccc(S(=O)(=O)N(C)C)cc1NC(=O)COC(=O)Cc1n[nH]c(=O)c2ccccc12	-3	1	0	0.3	8	-4	4	-4	-1	0
C[C@@H]1CCC(=O)N(C[C@@H](C)CSc2ccccc2)CC1	5	-4	-1	0.8	-21	-2	0	-9	-1	-2
C=CCN(c1ccccc1)S(=O)(=O)c1cccc(C(=O)Nc2nnc(SCC)s2)c1	-1	-1	5	-0.2	2	-5	-3	-2	-2	1
O=C(COC(=O)Cc1c[nH]c2ccccc12)Nc1ccccc1C(F)(F)F	5	0	3	0.2	13	4	-7	-1	6	-3
COc1ccc(C(=O)CSc2nc(-c3ccccn3)nc(C)c2Cl)cc1	0	-6	0	-0.1	6	-7	-4	0	1	-13
O=C(COc1ccc(Cl)cc1)Nc1cc(S(=O)(=O)N2CCCCC2)ccc1N1CCCCC1	-4	2	3	-0.2	5	-2	2	-3	-5	-1
OC[C@H]1OC(O)[C@@H](O)[C@@H](O)[C@@H]1O (some centres undefined)	0	10	-2	0.6	-8	-1	0	5	-4	8
C[C@H](NC(=O)c1nc[nH]c1C(=O)N[C@@H](CCCCNC(=O)OC(C)(C)C)C(=O)OC(C)(C)C)c1ccccc1	3	1	-3	0.4	-14	-12	2	-3	-1	0
COCCN(C(=O)C(C)C)c1nnc(-c2ccc(C)cc2)s1	-2	-3	-2	-0.7	-2	-4	1	5	-5	4
CC(C)c1ccc(OCC(=O)NC2=NCCS2)cc1	-4	3	1	0.0	-3	-1	-2	6	-1	1
O=C(Nc1ccccc1)OCc1ccccn1	2	-8	-1	0.0	0	2	0	-2	0	5
CC(=O)O/N=C1\C(=O)N(Cc2ccc(C)cc2)c2ccccc21	0	0	-6	0.4	9	-50	-3	0	0	-3
CN(c1cccc(Cl)c1)S(=O)(=O)c1cccc(C(=O)Nc2ccc3c(c2)CCC3)c1	2	-3	0	-2.5	-1	-67	-3	-2	3	1
Cc1ccc(NC(/C=C/N(C)C)=C/C(=O)C(F)(F)F)c(C)c1	-3	-4	-3	-1.0	6	7	2	3	2	1
CC1CCCCC1N(C)C1CCN(C(=O)CNC(=O)/C=C/c2cccc(Cl)c2)CC1 (centres undefined)	-1	2	4	0.2	4	-1	-4	9	22*	-6
CCOc1cc(/C=N/NC(N)=O)cc(Br)c1OCC(=O)Nc1ccccc1C	-3	-3	-2	-0.1	6	1	1	-4	-1	5
O=C(NCc1cccs1)c1nc2c(nnn2Cc2ccc(F)cc2)c(=O)[nH]1	-2	-1	1	0.5	11	6	3	7	-1	0

Printed as active in TDP2 inh, among the entries above:
compound	Tn6 DDE FP	MBD2 inh	KLK7 zymogen act	TDP2 inh	SIAE inh	LEDGF integ inh	DDE Tn7 FP inh	PRMT1 FP inh	TCR CD3 inh
COc1cc(CCC(=O)Nc2nccs2)cc(OC)c1OC	9	3	0.1	29*	6	0	1	-2	2

Individual results from the list:
Reading of `OC[C@H]1OC(O)[C@@H](O)[C@@H](O)[C@@H]1O` (some centres undefined) under DDE Tn7 FP inh: 5
Reading of `O=C(Nc1ccccc1)OCc1ccccn1` under LEDGF integ inh: 0

(continued)
SMILES	UHRF1 binding	Tn6 DDE FP	MBD2 inh	KLK7 zymogen act	TDP2 inh	SIAE inh	LEDGF integ inh	DDE Tn7 FP inh	PRMT1 FP inh	TCR CD3 inh
Cc1[nH]c2ccccc2c1C(c1ccccn1)N1CCC(C(N)=O)CC1 (centres undefined)	1	2	-2	0.4	-9	8	-1	3	1	-3
CSC(=NCCCN1CCOCC1)NS(=O)(=O)c1cccs1	0&0	-1&9	-1&1	-0.1&-0.6	-13&5	-8&1	1&1	-4&2	-7&-6	1&-11
CCOC(=O)c1cc(CC)sc1NC(=O)CN1CCN(C(=O)C2CCCO2)CC1 (centres undefined)	-3	3	4	-0.1	-8	2	0	-3	0	6
COC(=O)c1cc(NC(=O)Cn2c(=O)oc3ccccc32)cc(C(=O)OC)c1	0	10	-2	0.0	-9	-3	2	-7	-2	0
CN(C)C(=S)Nc1ccc(Br)c(Cl)c1	-2	1	1	0.6	-9	9	2	6	-1	0
CCc1ccc(NC(=O)C2CCN(S(C)(=O)=O)CC2)cc1	-1	4	-4	-0.3	7	1	1	-4	-2	-3
CCOC(=O)CCCn1c(C)nc(=O)c(-c2ccccc2)c1C	-1	-3	-3	-0.1	13	5	-1	-4	0	8
CCC(C(=O)Nc1nc(C)c(C)s1)c1ccccc1 (centres undefined)	0	1	2	0.6	-5	1	0	11	-2	4
O=C(COc1ncnc2ccccc12)N1CCN(S(=O)(=O)c2ccc(Cl)cc2)CC1	-3	3	9	-0.5	6	0	0	-6	-3	0

Ordered by SMILES length (highest first): three of the compounds above
SMILES	UHRF1 binding	Tn6 DDE FP	MBD2 inh	KLK7 zymogen act	TDP2 inh	SIAE inh	LEDGF integ inh	DDE Tn7 FP inh	PRMT1 FP inh	TCR CD3 inh
COC(=O)c1cc(NC(=O)Cn2c(=O)oc3ccccc32)cc(C(=O)OC)c1	0	10	-2	0.0	-9	-3	2	-7	-2	0
CCc1ccc(NC(=O)C2CCN(S(C)(=O)=O)CC2)cc1	-1	4	-4	-0.3	7	1	1	-4	-2	-3
CSC(=NCCCN1CCOCC1)NS(=O)(=O)c1cccs1	0&0	-1&9	-1&1	-0.1&-0.6	-13&5	-8&1	1&1	-4&2	-7&-6	1&-11
